Screening results from PubChem BioAssay.
EWS-Fli inh = EWS/Fli-driven NR0B1 reporter inhibitors, primary screen, A673 cells, NR0B1 luciferase, luminescence, MLPCN library | AID 651661, 2012 | 350,000 compounds, 0.67% hits | inhibition, % at 12.6 µM | viability-normalised;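 active = mean inhibition of at least 50% after viability correction, with every replicate also passing that limit; inconclusive = mean reaches 50% but only one of two replicates passes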;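 also: firefly luciferase signal divided by Alamar Blue viability fluorescence both relative to DMSO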
FN deposit inh = inhibitors of fibronectin matrix deposition, primary screen, AH1F cells, Alexa488-fibronectin fluorescence, plate reader; AH1F fibroblasts, overnight; inhibition, % at 12.6 µM; 350,000 compounds, 0.086% hits; AID 743247, 2014;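 active = mean inhibition across replicates of 30% or more, regardless of how many single replicates reach that level; inconclusive = mean under 30% yet at least half of replicates reach 30%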;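 also: positive control wells lacked labelled fibronectin entirely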
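Assay system: AH1F fibroblast monolayer, labelled fibronectin deposition. Amount: 10000 cells per well. Also added: labelled fibronectin 24 nM. Compound: single-point pinned compound. Incubation: cell attachment 1 h, compound and FN exposure overnight. Detection: fluorescence after three HBSS washes, excitation 485 nm, emission 525 nm. Read-out: inhibition of fibronectin deposition signal.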
S100A4 inh HTS = inhibitors of S100A4-myosin IIA peptide binding, primary screen, biochemical, fluorescence polarization, TAMRA-MyoIIA peptide; inhibition, % at 10.7 µM; 360,000 compounds, 0.14% hits;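 active = mean inhibition of at least 70% across replicates, with every replicate also reaching that level; inconclusive = mean inhibition reaches 70% but some replicates fall short; inactive = mean inhibition below 70%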
Target sequence (P26447 whole entry, looked up): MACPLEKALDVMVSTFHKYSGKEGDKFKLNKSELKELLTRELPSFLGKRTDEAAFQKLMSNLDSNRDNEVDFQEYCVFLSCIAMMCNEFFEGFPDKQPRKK
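Material: S100A4 monomer (human). Medium: Calcium-containing HEPES buffer, pH 7.2. Probe or stimulus: labelled myosin peptide probe, 5 nM. Compound dosing: one concentration per compound. Timing: polarization read 5 min after assay mix addition, stable 5–60 min. Benchmarks: DMSO as neutral control, TFP as positive control.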
LGR2 inh = inhibitors of bursicon-induced LGR2 CRE-luciferase signal, primary screen, cell-based, HEK293, CRE-luciferase reporter, bursicon stimulation. bursicon-stimulated, 4 h. inhibition, % at 9.99 µM. 380,000 compounds, 0.35% hits. Drosophila bursicon receptor LGR2 (rickets);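 active = drop in luminescence signal, shown as inhibition above about 50% in the replicate tests, limit read from the data, passing the limit was not always enough; inconclusive = probably only some replicates passing the limit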;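 also: agonist challenge used bursicon conditioned medium at about half maximal strength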
PGC1a acetyl inh = inhibitors of PGC1a acetylation signal, primary screen, cell-based, U2OS, AlphaScreen, inhibitor mode | AlphaScreen anti-acetyl-lysine; with virally co-expressed GCN5 acetyltransferase | inhibition, % at 15.6 µM | 350,000 compounds, 0.17% hits | AID 651687, 2012;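 active = every replicate shows inhibition of at least 40%; inconclusive = mean inhibition at least 40% but some replicate below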;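 also: 0% = neutral control wells and 100% = positive control wells; some results beyond the cut were filed as inactive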
PAX8 reporter = inhibitors of PAX8-driven TPO luciferase reporter, primary screen, RMG-I cells, single concentration; SteadyGlo, 24 h; inhibition, % at 12.6 µM; 360,000 compounds, 1.2% hits;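 active = mean replicate inhibition at least 60% with every replicate also reaching 60%; inconclusive = only one of the two criteria is met; inactive = mean below 60% and not all replicates reaching 60%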;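 also: luciferase light reporting Pax8 driven TPO promoter activity; plate controls were median of neutral control wells for no effect and mitoxantrone controls for full effect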
PglD DTNB = C. jejuni PglD acetyltransferase inhibitors, primary screen, biochemical, DTNB colorimetric, single point; purified PglD enzyme, DTNB colorimetric CoA detection; inhibition, % at 12.5 µM; 360,000 compounds, 0.098% hits; AID 602405, 2012; in the data active = inhibition above about 16%, passing the limit was not always enough; inconclusive = no clear call, values can overlap the other calls; also: strong numbers were not always called active
ERAP1 inh = human ERAP1 aminopeptidase inhibitors, primary screen, biochemical, single point, plate reader; Endoplasmic reticulum aminopeptidase 1 (Homo sapiens), Q9NZ08; recombinant ERAP1, Leu-AMC fluorescence, 60 min; inhibition, % at 10.7 µM; 340,000 compounds, 0.15% hits;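 active = mean replicate inhibition of at least 30%, or all replicates individually reaching that 30% level; inactive = mean below 30% and not every replicate reaching it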;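 also: 0% = neutral control wells and 100% = L-leucinethiol positive control wells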
Target sequence (Q9NZ08 whole entry, looked up): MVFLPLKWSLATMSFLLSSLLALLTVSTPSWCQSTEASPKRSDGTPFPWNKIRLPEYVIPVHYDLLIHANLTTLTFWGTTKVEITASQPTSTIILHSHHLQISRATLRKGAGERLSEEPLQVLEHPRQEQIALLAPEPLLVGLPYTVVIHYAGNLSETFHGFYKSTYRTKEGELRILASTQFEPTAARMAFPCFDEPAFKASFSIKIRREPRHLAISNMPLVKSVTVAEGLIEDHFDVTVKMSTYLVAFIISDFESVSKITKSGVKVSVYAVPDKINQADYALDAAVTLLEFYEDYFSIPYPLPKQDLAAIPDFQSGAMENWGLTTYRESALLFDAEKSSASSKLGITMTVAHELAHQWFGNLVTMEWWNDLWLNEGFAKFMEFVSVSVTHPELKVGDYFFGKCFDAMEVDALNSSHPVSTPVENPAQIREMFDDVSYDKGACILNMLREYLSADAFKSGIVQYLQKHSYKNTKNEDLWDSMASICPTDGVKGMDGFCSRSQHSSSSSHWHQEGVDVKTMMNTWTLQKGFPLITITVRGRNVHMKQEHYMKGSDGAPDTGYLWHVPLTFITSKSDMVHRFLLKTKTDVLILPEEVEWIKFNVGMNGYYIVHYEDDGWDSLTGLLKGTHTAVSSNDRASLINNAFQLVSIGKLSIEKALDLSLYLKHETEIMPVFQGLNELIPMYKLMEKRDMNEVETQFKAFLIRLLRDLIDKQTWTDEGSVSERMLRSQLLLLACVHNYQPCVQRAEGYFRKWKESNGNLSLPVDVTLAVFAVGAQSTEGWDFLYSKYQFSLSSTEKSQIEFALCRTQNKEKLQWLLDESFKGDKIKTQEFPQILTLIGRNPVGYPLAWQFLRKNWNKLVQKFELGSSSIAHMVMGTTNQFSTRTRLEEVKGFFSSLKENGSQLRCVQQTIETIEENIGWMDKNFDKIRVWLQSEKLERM
Numbers without * were called inactive; ? = inconclusive; . = no result given.

molecule | EWS-Fli inh | FN deposit inh | S100A4 inh HTS | LGR2 inh | PGC1a acetyl inh | PAX8 reporter | PglD DTNB | ERAP1 inh
C=CCN1C(=O)/C(=C\c2cc(Br)c(OCc3ccccn3)c(OC)c2)SC1=S | 2 | -4 | 5 | 4 | . | 9 | . | -1
Cc1c(-n2c(SC(C)C(=O)NC(N)=O)nc3ccccc3c2=O)c(=O)n(-c2ccccc2)n1C (stereo unspecified) | 4 | . | -2 | 3 | -7 | -2 | . | -8
Cc1ccccc1-c1cc2nc(NCCN3CCCC3)n(C)c(=O)c2s1 | -21 | -4 | -6 | -14 | . | -29 | -1 | -3
CC(=O)N(C)c1ccc(OCC(O)CN(c2ccccc2C)S(=O)(=O)c2ccc(C)cc2)cc1 (stereo unspecified) | -2 | -3 | 0 | 7 | -30 | 16 | -3 | 0
O=C(NCc1ccncn1)[C@@H]1[C@@H](CO)[C@@H]2Cn3c(ccc(-c4ccccc4)c3=O)[C@@H]2N1CC1CC1 | 0 | . | 6 | -4 | . | -1 | 7 | -5
CC(O)c1cccc(NC(=O)CCC(=O)O)c1 (stereo unspecified) | 9 | . | -3 | -8 | -17 | . | -4 | -3
COCCCNC(=O)Cn1cc2c(n1)CCCCC2 | -5 | -2 | -1 | -9 | . | -9 | -3 | -3
COc1ccc(Nc2nccc(N(C)C)c2C#N)cc1 | 1 | -8 | 1 | -16 | 20 | 2 | 2 | 7

Three entries drawn at random from the list so far:
molecule | EWS-Fli inh | FN deposit inh | S100A4 inh HTS | LGR2 inh | PGC1a acetyl inh | PAX8 reporter | PglD DTNB | ERAP1 inh
Cc1c(-n2c(SC(C)C(=O)NC(N)=O)nc3ccccc3c2=O)c(=O)n(-c2ccccc2)n1C (stereo unspecified) | 4 | . | -2 | 3 | -7 | -2 | . | -8
COc1ccc(Nc2nccc(N(C)C)c2C#N)cc1 | 1 | -8 | 1 | -16 | 20 | 2 | 2 | 7
O=C(NCc1ccncn1)[C@@H]1[C@@H](CO)[C@@H]2Cn3c(ccc(-c4ccccc4)c3=O)[C@@H]2N1CC1CC1 | 0 | . | 6 | -4 | . | -1 | 7 | -5

Next records follow.
molecule | EWS-Fli inh | FN deposit inh | S100A4 inh HTS | LGR2 inh | PGC1a acetyl inh | PAX8 reporter | PglD DTNB | ERAP1 inh
O=C(N[C@H](C(=O)N1CCC[C@H]1C(=O)NCc1ccccc1)C1CCCCC1)c1ccc(Cl)cc1Cl | 4 | -7 | 0 | -19 | . | 16 | . | 1
COc1ccccc1CNc1ncccn1 | -1 | -4 | -1 | 3 | -4 | 11 | 0 | -2
Cc1noc(C)c1NC(=O)Nc1ccc2c(c1)C(=O)N([C@H](C)CO)C[C@@H](C)[C@H](CN(C)C(=O)Nc1ccc(F)cc1)OCCCC[C@@H](C)O2 | 3 | 3 | 9 | 8 | -7 | -2 | -4 | 3
COc1ccc(S(=O)(=O)Nc2ccc3c(c2)[C@H]2C[C@H](CC(=O)N(C)C)O[C@H](CO)[C@H]2O3)cc1 | 3 | 8 | -11 | -4 | -4 | -14 | 0 | 0
COc1cccc(N2CC(C(=O)Nc3nnc(SCCC4OCCO4)s3)CC2=O)c1 (stereo unspecified) | -7 | 1 | -2 | 8 | . | 10 | 4 | 2
O=C(N/N=C1\CCc2ccccc21)c1ccncc1 | -32 | 1 | -1 | -15 | . | -53 | . | -1
CC(C)c1ccccc1NC(=O)Cn1c(-c2ccccc2Cl)nc2ccccc21 | . | 1 | . | 9 | 43* | 7 | 3 | .
O=C(C[C@@H]1CC[C@@H]2[C@H](COC[C@@H](O)CN2Cc2ccc3c(c2)OCO3)O1)N1CCOCC1 | 1 | -8 | 27 | -1 | -1 | 2 | 3 | 0
Cc1ccc(S(=O)(=O)Nc2ccc3c(c2)C(=O)N([C@H](C)CO)C[C@H](C)[C@H](CN(C)Cc2ccncc2)OCCCC[C@H](C)O3)cc1 | 6 | -5 | 6 | 7 | -2 | 13 | 0 | -2
CCOC(=O)C(CCCCCOc1ccc([N+](=O)[O-])cc1)C(=O)OCC | . | -4 | . | 3 | -9 | . | 1 | .
C[C@@H]1CN([C@@H](C)CO)C(=O)Cc2cc(NC(=O)CCCCCC(=O)Nc3ccccc3N)ccc2O[C@@H]1CN(C)Cc1ccncc1 | -6 | . | -6 | -13 | 2 | -6 | 0 | -2
CC(C)C(NC(=O)c1ccc(Cl)cc1)C(=O)NCC1CCCO1 (stereo unspecified) | -3 | 5 | -2 | 19 | . | -4 | 4 | 6
C[C@H](CO)N1C[C@H](C)[C@H](CN(C)C(=O)Nc2ccccc2)Oc2ncccc2C1=O | -4 | . | 11 | -4 | 11 | . | 0 | 49*
CO[C@@H]1CN(C)C(=O)c2cc(NC(=O)C3CC3)ccc2OC[C@@H](C)N(C(=O)c2ccccc2F)C[C@@H]1C | -3 | 3 | 37 | -5 | -35 | -13 | 3 | 2
CC1C(=O)Nc2ccccc2N1C(=O)c1ccc(Cl)cc1 (stereo unspecified) | 18 | 2 | -3 | 13 | -6 | 6 | -4 | 2
COc1cccc(-c2cnc3c(c2)C(=O)N([C@H](C)CO)C[C@@H](C)[C@@H](CN(C)C(=O)Nc2c(C)noc2C)O3)c1 | -6 | -6 | -6 | 14 | 8 | . | 6 | 1
COc1ccc(-c2csc(NC3OC(=O)c4ccccc43)n2)cc1 (stereo unspecified) | -4 | -5 | 2 | 12 | -19 | 52 | 9 | -3
Cn1c(=NC(=O)c2cnccn2)sc2ccccc21 | . | -2 | . | . | -9 | -138 | 5 | .
CNC(=O)c1c(NC(=O)CCS(=O)(=O)c2ccc(C)cc2)sc(C)c1C | 0 | -4 | -14 | -5 | . | 3 | -1 | 3
CC(CCN1CCN=C1N(C)C)c1ccccc1 (stereo unspecified) | 13 | -3 | -48 | 15 | 6 | -9 | 4 | -2
CN(C)S(=O)(=O)n1cc(/C=C(\NC(=O)c2ccccc2Cl)C(=O)N2CCCC2)c2ccccc21 | . | -5 | 15 | 7 | . | 1 | -1 | -3
CS(=O)(=O)Nc1ccc2c(c1)[C@H]1C[C@@H](CC(=O)NCc3ccncc3)O[C@@H](CO)[C@H]1O2 | 3 | . | -11 | 10 | 2 | -18 | 2 | 1
COc1ccc(/C=N/n2nnnc2N)c(OC)c1 | -22 | -3 | ? | 7 | 2 | -62 | -4 | -1
CN1CCN(C(c2ccccc2)c2nnnn2C(C)(C)C)CC1 (stereo unspecified) | -3 | 3 | 1 | -23 | . | -13 | . | -4
Cc1cccc(C(=O)NC(=S)NNC(=O)COc2ccc(Cl)cc2)c1 | -48 | 5 | -3 | 5 | 7 | 11 | 0 | 1
Nc1nonc1-n1nnc(C(=O)N/N=C/c2ccccc2Cl)c1-c1ccc2c(c1)OCO2 | . | 2 | -2 | 11 | -28 | 2 | 1 | -2
CCN1CCN(S(=O)(=O)c2ccc(OC)c(Br)c2)CC1 | . | -9 | . | . | 0 | 9 | -4 | .
O=C(Nc1ccc(F)cc1)c1ccc(CN2CCc3ccccc3C2)cc1 | -14 | 0 | 8 | -28 | -1 | -30 | -2 | -4
Cc1sc2ncnc(SCC(=O)N(C(C)C)C(C)C)c2c1C | 3 | . | -6 | 13 | . | -13 | . | -2
CCCC(C)C(=O)Nc1ccncc1 (stereo unspecified) | . | 0 | . | . | 4 | 3 | -2 | .
CCCCN(C(=O)c1cc(S(=O)(=O)N2CCCCCC2)ccc1OC)c1ccccc1 | 15 | -6 | -9 | 1 | . | . | -5 | 1
O=C(Nc1ccncc1)c1c(Cl)cccc1Cl | 11 | 8 | 0 | 34 | 11 | -38 | -3 | 0
COCCNC(=O)c1c[nH]c2ccc(S(=O)(=O)Nc3ccccc3F)cc2c1=O | 8 | -1 | -1 | 8 | 2 | -12 | 5 | -1
C=C(C)C(=O)Nc1cccc(C2=NOC3(C2)C[C@H](C(N)=O)N(C(=O)c2ccccc2C(=O)c2ccccc2)C3)c1 (stereo partly specified) | -1 | 0 | 2 | -8 | 2 | 11 | 3 | -3
Cc1cc(S(=O)(=O)Nc2cccc(O)c2)c(C)s1 | . | -1 | . | . | 0 | 11 | -1 | .
CCN(CC)c1ccc2oc(=O)c(C)nc2c1 | 7 | . | -50 | 1 | -2 | . | -4 | 5
O=C(O)CCCC(=O)N1N=C(c2ccccc2)CC1c1cccs1 (stereo unspecified) | -5 | -4 | 0 | -12 | -4 | 7 | 2 | .
COC(=O)[C@]12C[C@H](CC(=O)N3CCCCC3)C(=O)N(CCC3=CCCCC3)C1=C[C@H](C(C)(C)C)O[C@@H]2C | 16 | 4 | 5 | 4 | . | 6 | . | 4
CCOC(=O)C1=C(C)OC(=Cc2ccccc2)C1=O | 4 | -4 | -12 | 0 | . | 4 | . | 5
Cc1nc(N2[C@@H](C#N)[C@H](c3ccccc3)[C@@H]2CO)sc1C | 0 | 1 | -4 | 13 | -3 | -14 | -3 | -1
COCC#Cc1ccc([C@H]2[C@@H](CO)N3C(=O)CN(C(=O)Nc4ccc(F)cc4)C[C@@H]23)cc1 | 0 | . | 6 | 8 | -4 | 3 | . | 0
CC=Cc1ccc2n(c1=O)C[C@H]1[C@H](CO)[C@@H](C(=O)NCc3ccccc3)N(S(C)(=O)=O)[C@@H]21 (mixture of isomers) | 2 | . | 3 | 19 | . | -4 | -1 | 0
Cc1ccc(CNC(=O)CN(C(=O)C2(C)CC(=O)N=C3C=CC=CN32)c2ccccc2F)cc1 (stereo unspecified) | 3 | 4 | -14 | 6 | -10 | 4 | 5 | -4
O=C(COC(=O)c1ccc2c(c1)OCO2)Nc1ccccc1Cl | -5 | 17 | -4 | -14 | 11 | 6 | 0 | 0
COC(=O)c1cccnc1-n1c(=O)c2cccnc2n(Cc2cccc([N+](=O)[O-])c2)c1=O | -2 | 5 | -3 | -6 | -4 | 4 | . | .
O=C(Cc1cccc(C(F)(F)F)c1)Nc1ccccc1 | -12 | 1 | 3 | -4 | -5 | -4 | . | 1
Clc1ccccc1COc1ccc(/C=N/n2cnnc2)cc1 | -30 | 4 | 0 | 8 | -2 | 25 | -1 | -1
CCC(C(=O)Nc1ccc(S(=O)(=O)N(C)C2CCN(C)CC2)cc1)c1ccccc1 (stereo unspecified) | 6 | 6 | -2 | -25 | -2 | -20 | 0 | -4
COC(=O)CC1(C(=O)OC)Oc2ccccc2C(=O)N1c1ccc(F)cc1F (stereo unspecified) | 1 | 4 | 2 | . | 7 | -14 | . | 1
COC(=O)c1sc(NC(=O)COc2ccc(C)cc2)nc1C | -26 | . | -1 | -24 | -17 | . | 4 | 1
NC(=O)c1oc2ccccc2c1NC(=O)c1ccc([N+](=O)[O-])o1 | 49 | 4 | -2 | -14 | 11 | 74* | 2 | 3
